SDO1 yeast rescue: growth rescue of sdo1-depleted yeast, primary screen, S. cerevisiae, bone marrow failure model; S. cerevisiae sdo1-depleted JHY4D growth rescue, OD600 30 h; active compounds read high; pdr5 snq2 efflux-pump mutant strain; z-score at 10 µM; hit rate 0.21% among 140,000;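 active means z-score above 3 at both the 24 hr and the 30 hr optical density reads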;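 further: z-score against mean and SD of all compound wells on the same plate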
INS promoter inh: inhibitors of insulin promoter-driven GFP, primary screen, imaging, TRM-6 cells (human fetal islet line), eGFP reporter, cell count. AID 1273, 2008. reporter expression induced with tamoxifen. inhibition, % at 2 µM. hit rate 0.9% among 130,000;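 active means inhibition above the mean plus 3 SD, with well images judged a real hit on visual review, cut at about 60% in these data, passing the limit was not always enough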
SDO1 yeast rescue Rescue 24 h: recorded beside SDO1 yeast rescue, whose call it bears; z-score; S. cerevisiae sdo1-depleted JHY4D growth rescue, OD600; measured here: growth rescue at 24 h;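 0 is the plate mean of compound wells and units are plate SD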
* marks the source's active call; other numbers are inactive results; i = inactive; x = not tested or not shown. Only part of the results is shown; the hit share may differ from the screen's.

| smiles | SDO1 yeast rescue Rescue 24 h | SDO1 yeast rescue | INS promoter inh |
| --- | --- | --- | --- |
| COc1ccccc1N1CCN(S(=O)(=O)c2cccc(F)c2)CC1 | -1.08 | -0.8 | 52.6 |
| CCOC(=O)C1=C(C)NC2=C(C(=O)CCC2)C1c1ccc(N(C)C)cc1 (configuration not stated) | -0.46 | 0.48 | 30.0 |
| Cc1cc(/C=N\O)c(C)n1-c1ccncc1 | -0.51 | -0.17 | -28.6 |
| CSc1ccccc1NC(=O)CN(C)S(=O)(=O)c1ccc(F)cc1 | -0.63 | 0.2 | 28.6 |
| COc1cc(/C=C/C(=O)O)cc(S(=O)(=O)N(C)CCO)c1OC | 0.04 | 0.51 | -44.4 |
| CCCN(C#N)c1nc(NCC)nc(NC(C)C)n1 | 1.98 | 1.11 | 20.0 |
| O=c1cc(-c2ccccc2)nc2nc(-c3ccco3)[nH]n12 | -0.04 | 0.49 | -100.0 |
| Cc1cc(C(=O)OC(C(=O)Nc2ccc(C)c(Cl)c2)c2ccccc2)c(C)o1 (configuration not stated) | -0.41 | -0.29 | 23.5 |
| CCOC(=O)N1CCN(C(=O)c2ccc3c(=O)n(CCC4=CCCCC4)c(=O)[nH]c3c2)CC1 | -0.02 | 0.29 | x |
| CCOCc1nnc(NC(=O)CSc2ccccc2)s1 | -0.04 | 0.01 | 10.5 |
| COc1ccc(NC(=O)c2oc3ccccc3c2NC(=O)c2ccc3c(c2)OCO3)cc1 | -0.58 | -0.52 | -63.6 |
| COc1ccc(N2CCN(Cc3nc4c(c(=O)n(C)c(=O)n4C)n3Cc3cccc(C)c3)CC2)cc1 | 0.92 | -0.15 | x |
| CCOc1cc(NC(=S)NCc2ccco2)c(OCC)cc1NC(=O)C1CC1 | -0.75 | 0.49 | 16.7 |
| CCCN(CC(=O)c1cc(C)n(C)c1C)S(=O)(=O)c1cccc(C(F)(F)F)c1 | -0.41 | -0.81 | 57.1 |
| CC(C)N(C(=O)CSc1nc2c([nH]1)c(=O)n(C)c(=O)n2C)c1ccccc1 | -0.83 | -0.15 | x |
| O=C(Nc1cccc(Br)c1)c1cc2ccccc2o1 | -1.06 | -2.12 | x |
| CCOC(=O)C1=C(C)Nc2nc3ccccc3n2C1c1cccs1 (configuration not stated) | 0.25 | -0.33 | 5.6 |
| CCCS(=O)(=O)N1CCCC(C(=O)NCCN(C)Cc2ccccc2)C1 (configuration not stated) | 1.38 | 1.22 | x |
| COc1ccc(NC(=O)N2CCC(C(=O)c3ccc(F)cc3)CC2)cc1 | 1.3 | 1.35 | 14.3 |
| COc1cccc(N2CCN(c3ncccn3)CC2)c1 | 0.28 | 0.22 | x |

Exported with values ahead of the structure: 2 of the compounds above
| SDO1 yeast rescue Rescue 24 h | SDO1 yeast rescue | INS promoter inh | SMILES |
| --- | --- | --- | --- |
| 0.28 | 0.22 | x | COc1cccc(N2CCN(c3ncccn3)CC2)c1 |
| -1.06 | -2.12 | x | O=C(Nc1cccc(Br)c1)c1cc2ccccc2o1 |

(cont.)
| smiles | SDO1 yeast rescue Rescue 24 h | SDO1 yeast rescue | INS promoter inh |
| --- | --- | --- | --- |
| Cc1ccnc(NS(=O)(=O)c2ccc(NC(=O)c3ccc(C)o3)cc2)n1 | 1.2 | 0.87 | -250.0 |
| COc1ccc(-c2noc(-c3ccccc3C(=O)NCc3ccco3)n2)cc1 | 1.71 | -0.39 | -44.7 |
| C=CCn1c(SCC(=O)NCc2ccco2)nc2sc3c(c2c1=O)CCCC3 | 0.34 | -0.82 | -15.5 |
| Cc1ccccc1NC(=O)c1ccccc1NC(=O)Cc1cccc2ccccc12 | -0.78 | -1.64 | -60.0 |
| CCOC(=O)N1CCN(C(=O)N2CCOCC2)CC1 | 0.2 | -0.05 | -327.8 |
| NC(=O)N1CCN(C(=O)c2ccco2)CC1 | 0.01 | 0.36 | -50.0 |
| Cc1ccc(NC(=O)Cc2c[nH]c3ccccc23)cc1S(=O)(=O)N1CCCCCC1 | -0.38 | -0.22 | 8.3 |
| CCCC(O)(c1ccc(Cl)cc1)C(CN1CCOCC1)c1ccccc1 (configuration not stated) | -1.62 | -2.32 | x |
| Cc1ccc(C(=O)NCCc2n[nH]c(=S)n2C)cc1 | x | x | 0.0 |
| O=C(N/N=C/c1c(F)c(F)c(F)c(F)c1F)c1ccc(Cn2cc(Br)cn2)o1 | 0.33 | -0.27 | -33.3 |
| O=C(NCCc1ccc(Cl)cc1)c1ccc2nc[nH]c2c1 | x | x | 26.7 |
| COC(=O)c1ccc(NC(=O)C2CCCCC2C(=O)O)cc1 (configuration not stated) | 0.06 | 1.09 | 25.0 |
| Cc1nn(C)cc1C(=O)Nc1cc(Oc2ccc(Cl)cc2)cc([N+](=O)[O-])c1 | 0.09 | -0.98 | 11.4 |
| O=c1cc(-c2cccc(Br)c2)nc(-c2ccccc2F)o1 | -1.15 | -1 | -8.3 |
| Cc1c(C(=O)N2CCCCC2C)sc2ncnc(N3CCc4ccccc4C3)c12 (configuration not stated) | x | x | -21.4 |
| CC(C)Cn1c(N)c(C(=O)COC(=O)c2cccnc2Cl)c(=O)n(C)c1=O | x | x | -27.3 |
| C=C(C)Cn1c(=S)[nH]c2ccccc2c1=O | 0.13 | -0.84 | 20.0 |
| Cc1c2c(nc3ccccc13)CCC(C(C)(C)C)C2 (configuration not stated) | x | x | 60.0 |
| CCOC(=O)NC(=O)/C(C#N)=C(/C)N(C)C | x | x | -33.3 |
| CC1(C)Cc2c(C#N)c(OCC(=O)c3ccc(Cl)cc3)nc(-c3ccco3)c2CO1 | 1.43 | 0.24 | -62.5 |
| O=c1ccc2ccc(OCc3nnc(-c4ccccc4Br)o3)cc2o1 | -1.52 | -1.48 | 7.1 |
| Cc1cc(C)n(-c2nc(-n3nc(C)cc3C)c3c4c(sc3n2)COC(C)(C)C4)n1 | -0.8 | -1.54 | -13.3 |
| CC(=O)c1cccc(NC(=S)NCCc2ccc(Cl)cc2)c1 | x | x | -36.8 |
| Cc1cccc2cc3c(N)c(C(=O)N4CCCc5ccccc54)sc3nc12 | -1.19 | -1.38 | x |
| Cc1ccc(NC(=O)CS(=O)CC(=O)N(c2ccc(C)cc2)C(C)C(=O)NC2CCCCC2)cc1 (configuration not stated) | 0.93 | 0.66 | -160.0 |
| COc1ccc(/C=C(/C(=O)Nc2ccccc2C(=O)N2CCCC2)c2ccccc2)cc1 | -0.72 | -0.42 | -5.7 |
| O=C1C2C(C(=O)N1c1nccs1)C1C=CC2C12CC2 (configuration not stated) | x | x | -29.4 |
| c1cncc(-c2nnc3n2CCC3)c1 | 2.5 | 1.29 | x |
| O=c1oc(Nc2cccc(Cl)c2)nc2ccccc12 | x | x | 25.7 |
| CCOc1ccc(N=C2NC(=O)C(CC(=O)Nc3ccccc3)S2)cc1 (configuration not stated) | x | x | -41.2 |
| CCOC(=O)N1CCN(C(=O)/C(=C/c2cccc3ccccc23)NC(=O)c2ccc(OC)c(OC)c2)CC1 | 0.63 | 0.5 | -35.7 |
| O=C(c1ccc(Cl)cc1)C1CCCN(Cc2cccn2-c2cccnc2)C1 (configuration not stated) | x | x | -28.6 |
| CC1CCN(C(=O)c2cccc(S(=O)(=O)N3CCCCC3)c2)CC1 | -0.06 | 0.34 | -12.9 |
| CC(=O)/C=C1/SC(CC(=O)O)C(=O)N1c1ccccc1 (configuration not stated) | 0.23 | 0.15 | -175.0 |
| CC(C)C(c1nnnn1CCc1ccccc1)N1CCN(C(=O)c2ccco2)CC1 (configuration not stated) | -0.53 | -0.17 | x |
| Cc1ccc(CNC(=O)/C=C/c2cccs2)cc1 | -0.89 | -1.69 | 28.6 |
| Nn1c(SCc2nc3ccccc3[nH]2)nnc1-c1ccccc1 | -0.15 | 0.16 | -42.9 |
| O=C(NCc1ccc2c(c1)OCO2)C1CCN(S(=O)(=O)N2CCCCC2)CC1 | -0.19 | 0.15 | -35.7 |
| O=C(COC(=O)CCC(=O)c1cccs1)Nc1ccc(S(=O)(=O)N2CCOCC2)cc1 | -0.4 | -0.53 | x |
| CCN(CC)C(=O)c1ccc(C)c(Br)c1 | -0.2 | 0.18 | -356.2 |
| O=C(c1ccc2c(Cl)c3c(nc2c1)CCCC3)N1CCN(c2ccc(F)cc2)CC1 | 0.48 | -1.25 | -40.0 |
| Cc1nc(Cl)sc1C(=O)NC(C)c1ccc(Cl)cc1 (configuration not stated) | -1.38 | -0.58 | 6.2 |
| C=CCNC(=O)c1ccccc1NC(=O)Nc1ccccc1 | -0.62 | -0.17 | 12.5 |
| CCC(C)(C)n1nnnc1C(c1cccnc1)N1CCC(Cc2ccccc2)CC1 (configuration not stated) | x | x | -133.3 |
| COc1ccc(Br)cc1-c1noc(-c2ccccc2)n1 | -1.3 | -1.87 | -205.0 |
| CN1CCN(c2ccc([N+](=O)[O-])cc2C(=O)N2CCCCC2)CC1 | -0.1 | 0.58 | 0.0 |
| O=C(CSc1n[nH]c(-c2cccs2)n1)NCc1cccs1 | 0.17 | 1.3 | -21.9 |
| COc1ccc(N2CC(C(=O)OCC(=O)NCc3ccccc3)CC2=O)cc1 (configuration not stated) | -0.74 | 0.25 | -16.7 |
| O=C1Nc2cc(Cl)ccc2C1(N1CCNCC1)C(F)(F)F (configuration not stated) | -0.78 | -0.74 | x |
| Cc1ccc(-c2cc(C(=O)NCC3CCCO3)c3ccccc3n2)o1 (configuration not stated) | x | x | -48.3 |

Going on with the list.
| smiles | SDO1 yeast rescue Rescue 24 h | SDO1 yeast rescue | INS promoter inh |
| --- | --- | --- | --- |
| CCCOC(=O)c1ccc(NC(=O)c2ccoc2C)cc1 | -1.12 | -1.28 | 28.2 |
| CCOc1cc(C)cc2oc(=O)cc(-c3ccccc3)c12 | -0.44 | -1.65 | -37.0 |
| CCNc1nc(N)nc(-c2cc(Cl)ccc2OC)n1 | 1.13 | 1.68 | 2.9 |
| COc1ccc(NC(=O)CSc2ccccc2)cc1S(=O)(=O)N1CCCCC1 | 0.08 | 0.04 | -61.9 |
| O=C(NCCCN1CCOCC1)C(=O)N/N=C/c1ccc(F)cc1 | x | x | -13.3 |
| C=CCc1cccc(/C=N/NC(=O)C(C)Nc2ccc(C)cc2)c1O (configuration not stated) | -1.52 | -1.46 | 16.7 |
| N=c1oc2c3c4c(cc2cc1C(=O)Nc1ccccc1)CCCN4CCC3 | -0.66 | -0.59 | i |
| CC1(C)Cc2c(c(-c3ccccc3Cl)[nH]c(=O)c2C#N)CO1 | -0.02 | 0.51 | 56.2 |
| COc1ccc2oc(-c3ccccc3)c(C(N)=O)c2c1 | 0.64 | 0.36 | -81.2 |
| Cc1cccc(N2C(S)=C(C#N)C(=O)NC23CCCCC3)c1 | -0.12 | 0.26 | 0.0 |
| CNC(=S)NNC(=O)CCn1nc(C)c(Br)c1C | 0.07 | 0.17 | 33.3 |
| O=C(Cn1cc2c(n1)CCCCC2)Nc1ccc(F)cc1F | -0.07 | 0.48 | x |
| CSCCC(=O)N1CCCC(CNC(=O)c2ccccc2Cl)C1 (configuration not stated) | x | x | -7.1 |
| CS(=O)(=O)NC1c2cccc3cccc(c23)C1Sc1nncn1/N=C/c1ccco1 (configuration not stated) | -0.06 | 0.77 | 41.2 |
| Cc1ccc(NC(=O)CS(=O)CC(=O)NC2CCN(Cc3ccccc3)CC2)c(C)c1 (configuration not stated) | 1.33 | 1 | 52.9 |
| CCOC(=O)c1[nH]c(C)c(C(=O)NC2CCCC2)c1C | 0.62 | -0.08 | x |
| CCCC(=O)Nc1ccc(S(=O)(=O)Nc2cc(C)nc(C)n2)cc1 | 0.16 | 0.69 | 40.0 |
| O=C(Nc1ccc(S(=O)(=O)N2CCc3ccccc32)cc1)c1ccc2c(c1)OCO2 | -0.17 | -1.14 | -42.9 |
| CCOC(=O)n1c(=O)oc2ccccc21 | -0.66 | -0.11 | -22.6 |
| CCCOc1ccc(-c2nnn(CC(=O)OCC)n2)cc1 | 0.58 | 0.15 | 7.1 |

Reformatted with each value named: part of the list above.
CCCOc1ccc(-c2nnn(CC(=O)OCC)n2)cc1
  SDO1 yeast rescue Rescue 24 h = 0.58	SDO1 yeast rescue = 0.15	INS promoter inh = 7.1

CCCC(=O)Nc1ccc(S(=O)(=O)Nc2cc(C)nc(C)n2)cc1
  SDO1 yeast rescue Rescue 24 h = 0.16	SDO1 yeast rescue = 0.69	INS promoter inh = 40.0

CSCCC(=O)N1CCCC(CNC(=O)c2ccccc2Cl)C1 (configuration not stated)
  SDO1 yeast rescue Rescue 24 h = x	SDO1 yeast rescue = x	INS promoter inh = -7.1

CNC(=S)NNC(=O)CCn1nc(C)c(Br)c1C
  SDO1 yeast rescue Rescue 24 h = 0.07	SDO1 yeast rescue = 0.17	INS promoter inh = 33.3

More structures
| smiles | SDO1 yeast rescue Rescue 24 h | SDO1 yeast rescue | INS promoter inh |
| --- | --- | --- | --- |
| O=C(CCS(=O)(=O)c1cccc2nsnc12)NC1CCCCC1 | 1.44 | 1.41 | 11.4 |
| Cn1c(=O)c2nc(Cl)c(-c3ccccc3)nc2n(C)c1=O | -0.03 | 0.55 | x |
| COc1ccc(CNC(=O)CSc2nc3nc(C)cc(C)n3n2)cc1 | 0.19 | 0.66 | x |
| Cc1ccccc1C(=O)N[C@H](C(=O)Nc1ccc(Cl)c(Cl)c1)C(C)C | -0.36 | -0.01 | -9.4 |
| CCCC(=O)c1cc2cc(Cl)ccc2oc1=O | -0.54 | -0.21 | x |
| CCOc1ccc(N2C(=O)CC(N3CCc4ccccc43)C2=O)cc1 (configuration not stated) | -1.48 | -0.41 | 58.6 |
| CCC(C)c1c(O)nc(SCC(=O)N2CCOCC2)[nH]c1=O (configuration not stated) | -0.54 | -0.58 | -14.3 |
| Cc1ccccc1-c1nc2ccccc2o1 | -0.84 | -0.12 | -12.9 |
| CCOc1ccc(CSCCNC(=S)Nc2ccccc2)cc1 | -0.7 | -1.16 | -22.2 |
| Cc1ccc(NC(=O)c2scc3c2CCCC3)cc1 | -0.65 | -0.79 | 10.3 |
| CCOc1ccccc1NC1c2ccccc2C(=O)N1c1ccc(C)cn1 (configuration not stated) | -1.5 | -1.65 | x |
